Compound activity: PubChem BioAssay, National Center for Advancing Translational Sciences (NCATS)
DRD3 agonist = activates the human D3 dopamine receptor; max activation, %; 410,000 compounds, 0.58% hits; P35462; D3R DiscoveRx beta-arrestin cells, luminescence, 90 min; in the data active means max activation above about 30%; further: 0% is about no effect; mostly tested at two doses, the higher about 12 µM
Target sequence (P35462 whole entry, looked up): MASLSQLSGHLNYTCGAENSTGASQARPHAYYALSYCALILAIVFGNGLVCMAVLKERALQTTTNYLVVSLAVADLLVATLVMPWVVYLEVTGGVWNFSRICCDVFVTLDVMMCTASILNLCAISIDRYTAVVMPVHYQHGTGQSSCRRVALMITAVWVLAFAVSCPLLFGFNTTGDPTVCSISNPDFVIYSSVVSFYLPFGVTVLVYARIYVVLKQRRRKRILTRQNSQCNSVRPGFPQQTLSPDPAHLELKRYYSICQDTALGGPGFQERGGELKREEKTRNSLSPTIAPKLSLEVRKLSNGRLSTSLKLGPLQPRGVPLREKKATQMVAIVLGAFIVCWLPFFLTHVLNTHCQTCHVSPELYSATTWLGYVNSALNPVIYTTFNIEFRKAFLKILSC
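Agonist mode: compounds and dopamine controls were applied to plated cells for 90 min at 37 degrees C after an overnight attachment at 1500 cells/well. Luminescent read-out followed 30 - 60 minutes at room temperature with DiscoveRx detection reagent.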
GLP-1R agonist = GLP-1 receptor (human) agonism. P43220. Potency, µM (top dose mostly 45.6 µM), for inactives: at the highest dose activation, hits mostly activators. 380,000 compounds, 0.007% hits. AID 624172. HEK293 GLP-1R CRE-luciferase, luminescence, 4-6 h; cells express a hypersensitive GLP-1R form; further: potency means the concentration at half of the fitted maximal effect; % of control where 0% means no effect
Target sequence (P43220 whole entry, looked up): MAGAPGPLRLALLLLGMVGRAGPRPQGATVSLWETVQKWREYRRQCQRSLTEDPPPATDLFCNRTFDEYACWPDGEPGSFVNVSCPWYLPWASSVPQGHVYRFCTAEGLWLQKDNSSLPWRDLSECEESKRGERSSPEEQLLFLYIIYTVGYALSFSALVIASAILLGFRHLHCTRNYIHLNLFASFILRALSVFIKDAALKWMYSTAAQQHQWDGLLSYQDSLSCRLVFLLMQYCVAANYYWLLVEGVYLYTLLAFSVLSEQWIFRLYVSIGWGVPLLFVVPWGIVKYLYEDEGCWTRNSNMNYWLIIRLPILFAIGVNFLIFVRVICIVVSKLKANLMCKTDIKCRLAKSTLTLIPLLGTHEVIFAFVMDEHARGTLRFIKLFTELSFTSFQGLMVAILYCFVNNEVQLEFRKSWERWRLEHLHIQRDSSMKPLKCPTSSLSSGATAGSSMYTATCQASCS
HT1080NT lethal = kills 2HG-producing HT-1080-NT fibrosarcoma cells | HT-1080-NT fibrosarcoma viability, CellTiter-Glo ATP luminescence, 48 h | Potency, µM (doses to about 46.1 µM), inactives show at the highest dose activity, negative = less viability, most hits filed as cytotoxic | 360,000 compounds, 1.6% hits | AID 686970;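 further: NT is the 2HG producing partner of a matched IDH1 knockdown line; potency means the concentration at half of the fitted maximal effect; 0% = DMSO-treated cells and -100% = media-only wells without cells; nearly all actives have a fitted effect of over 55% in size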
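A 48-hour cytotoxicity screen used HT-1080-NT cells plated 2 hours before compound delivery. ATP-based CellTiter-Glo luminescence measured viability, normalized to DMSO and no-cell controls.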
D3 antag = blocks the human D3 dopamine receptor; P35462; D3R cells, DiscoveRx beta-arrestin luminescence, antagonist mode; stronger effect = lower value; max response, negative = inhibition, %; 360,000 compounds, 2.5% hits; AID 652054; in the data active means max response below about -50%; inconclusive means no clear call, values can overlap the other calls; further: on the % scale 0 is the no-effect control and ±100 the full control effect; mostly tested at two doses, the higher about 12 µM
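Cells plated overnight at 1500 cells/well, then exposed to library compounds with dopamine controls for 90 minutes at 37 degrees C. DiscoveRx reagent added for 30–60 minutes at room temperature; luminescence read, quantitative HTS format.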
KB-3-1 cytotox = KB-3-1 parental cell cytotoxicity; AID 1347075; Potency, µM (series often up to 46.1 µM), without a hit: at the top dose activity change, negative = cytotoxic, hits mostly cytotoxic; 400,000 compounds, 1.4% hits; KB-3-1 viability, CellTiter-Glo ATP luminescence, 72 h; further: potency means the concentration at half of the fitted maximal effect; on the % scale 0 is the no-effect control and ±100 the full control effect; nearly all actives have a fitted effect of over 60% in size
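Luminescent ATP read-out (CellTiter-Glo) measures survival of drug-naive KB-3-1 cells after 72 h compound exposure at 37 °C. Titration series was screened from lowest to highest concentration, with DMSO vehicle plates as background controls.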
KB-V1 cytotox = kills drug-selected multidrug resistant KB-V1 cells; KB-V1 MDR cells viability, CellTiter-Glo, 72 h; Potency, µM (series often up to 46.1 µM), for the others: at the top dose activity change, negative = cytotoxicity, usual class: cytotoxic; 400,000 compounds, 3.4% hits; AID 1347076; further: potency means the concentration at half of the fitted maximal effect; on the % scale 0 is the no-effect control and ±100 the full control effect; nearly all actives have a fitted effect of over 60% in size
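KB-V1, DMEM (no phenol red) + 10% FBS; cpd pin-transferred, titration series; 72 h, 37 degrees C; CellTiter-Glo, luminescence. Data normalized, curve-fit.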
HT1080 IDH1KD tx = kills HT-1080 cells with IDH1 knockdown. Potency, µM (highest dose often 46.1 µM), for inactives: at the top dose activity, negative = toxicity, actives largely listed as cytotoxic. 360,000 compounds, 2% hits. HT-1080 IDH1 knockdown viability, ATP luminescence, 48 h;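 further: potency means the concentration at half of the fitted maximal effect; 0% = DMSO wells and -100% = cell-free medium wells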
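Using the IDH1-knockdown HT-1080 line run in the same batch and compound series as the NT line, viability after 48 h at 37 °C was determined by CellTiter-Glo luminescence and expressed as % activity.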
SW480 rereplic = inducers of DNA re-replication in SW480 colon cancer cells | SW480 DNA re-replication, Hoechst DNA content imaging, 48 h | 340,000 compounds, 1.8% hits | Potency, µM (doses to about 46.1 µM), for inactives: at the highest dose re-replication activation, most hits filed as activators | AID 624297; further: potency means the concentration at half of the fitted maximal effect; % of control where 0% means no effect; nearly all actives have a fitted effect of over 55% in size
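Per well, 250 cells were exposed to pinned compound for 48 hr. Nuclear DNA was visualised with Hoechst (40 min, 37 C) and total object intensity recorded by fluorescence scanning.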
IL-1B inflam inh = blocks inflammasome-driven IL-1 beta release; THP-1 LPS/ATP IL-1B secretion, AlphaLISA, 16 h; stronger effect = lower value; activity change, % at 57.5 µM; 360,000 compounds, 4.7% hits; AID 743279; in the data active means activity change below about -50%; inconclusive means mostly about -30% to -49%; further: on the % scale 0 is the no-effect control and ±100 the full control effect
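THP-1 cells pretreated 1 hr with compounds (up to 57.5 uM final), then stimulated with LPS (250 ng/mL final) plus ATP (1.25 mM final); secreted IL-1B measured by AlphaLISA after 16 hr, decreased signal indicating inhibition.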
* = called active by the depositor; ? = inconclusive; / = not tested or not shown; & = joins results of further samples; [ ] = dose if it differs, or a comment. Unless noted, the call rests on the fitted dose curve; in most records, active means well fitted curve in the direction sought with a large enough effect; inconclusive means small, poorly fitted or top-dose-only effect, or another doubt; inactive means no such curve, though single readings can be large; an effect the other way counts as inactive or inconclusive.

#1 Cc1cc(C(=O)CN2C(=O)NC(c3ccccc3)(c3ccccc3)C2=O)c(C)n1Cc1ccccc1
#2 CC(NCc1ccc(S(N)(=O)=O)cc1)C(=O)N1c2ccccc2CC1C (stereo not drawn)
#3 O=c1ccc2ccc(Oc3ccc(Cl)cc3[N+](=O)[O-])cc2o1
#4 NC(=O)C1(S(=O)(=O)c2ccccc2)CCCCC1
#5 CC(C)C[C@H]1CN([C@@H](Cc2ccccc2)CN2CCC[C@@H]2CN2C(=O)C(=O)NC[C@@H]2Cc2ccc(O)cc2)C(=O)C(=O)N1CCc1ccccc1
#6 O=C(CSc1nnc2ccccn12)Nc1cccc(S(=O)(=O)N2CCOCC2)c1
#7 O=C(c1ccc2c(c1)OCCO2)C1CCN(C(=O)c2ccc(F)c(F)c2)CC1
#8 CCCc1cc(C(=O)Nc2cc(OC)c(Cl)cc2OC)no1
assay / entry,1,2,3,4,5,6,7,8
DRD3 agonist,1,-10,-1,9,-3,-1,3,5
GLP-1R agonist,-15%,4%,13%,-5%,-1%,-10%,-2%,1%
HT1080NT lethal,-12%,11%,-10%,3%,8%,7%,-2%,0%
D3 antag,1,-15,-5,0,8,9,20,14
KB-3-1 cytotox,0%,13%,0%,25%,0%,3%,?,10%
KB-V1 cytotox,-1%,-15%,-2%,-5%,14%,12%,5.8µM*,14%
HT1080 IDH1KD tx,-5%,6%,-6%,3%,4%,4%,?,1%
SW480 rereplic,-1%[9.22 µM],-3%,0%,-4%,/,-2%,-4%,-4%
IL-1B inflam inh,-29,0,7,17,0,7,-14,20

#9 COC(=O)Nc1nc2ccc(SC(C)C)cc2[nH]1
#10 CCCS(=O)(=O)N1CCN=C1SCc1ccc(F)cc1
#11 COc1ccccc1/C=C/C(=O)NCCC1=CCCCC1
#12 CCN(C(=O)COC(=O)CNS(=O)(=O)c1ccc(SC)c([N+](=O)[O-])c1)C1CCCCC1
#13 O=C(CC1CCCCC1)NCc1nc(-c2ccccc2)no1
#14 c1ccc(OCCCCN2CCCCC2)cc1
#15 O=C(Cc1cccs1)NNC(=O)c1ccc(F)cc1
#16 COc1ccc(CNC(=O)c2cn(Cc3ccc(OC(C)=O)cc3)c(=O)s2)cc1
assay / entry,9,10,11,12,13,14,15,16
DRD3 agonist,-38,3,-13,-2,-16,-7,-9,1
GLP-1R agonist,13%,13%,13%,15%,-5%,-2%,-1%,-4%
HT1080NT lethal,?,10%,4%,-4%,?,6%,13%,4%
D3 antag,-17,1,?,6,2,?,-10,0
KB-3-1 cytotox,1.5µM*,-3%,4%,1%,7%,8%,11%,1%
KB-V1 cytotox,1µM*,-6%,?,5%,-2%,-2%,8%,-6%
HT1080 IDH1KD tx,1.3µM*,-5%,10%,0%,13%,29%,-6%,9%
SW480 rereplic,0.82µM*,-2%,2%,/,-34%[inhibitor],-1%,-3%,/
IL-1B inflam inh,34,-6,-50*,21,33,1,3,5

#17 COc1cc(CN(C)C(C)C(=O)Nc2ccc([N+](=O)[O-])cc2Cl)ccc1OC(F)F (stereo not drawn)
#18 Cn1c(SCCCC(=O)c2ccccc2)nnc1-c1ccncc1
#19 COc1cccc(/C=N/NC(=O)c2ccccc2NC(=O)c2ccco2)c1OC
#20 Cc1ccc(S(=O)(=O)NNC(=S)Nc2cccc(C)c2C)cc1
#21 CCOc1ccccc1-c1nc(-c2cc3ccccc3nc2OC)no1
#22 C=CCOC(=O)C1=C[C@H](c2cn(C(C)=O)c3ccccc23)[C@@H](CCCO)[C@H](OCC)O1
#23 O=C(COc1cccc(NC(=O)c2cccs2)c1)c1ccc(F)cc1
#24 CCc1nc2ccc(C(=O)NCCCN3CCN(c4ccccc4F)CC3)cc2nc1CC
assay / entry,17,18,19,20,21,22,23,24
DRD3 agonist,5,2,-5,2,34*,1,-7,18
GLP-1R agonist,-2%,-9%,3%,2%,1%,-5%,1%,30%
HT1080NT lethal,-6%,-7%,-3%,13%,-5%,-1%,-2%,-5%
D3 antag,-4,8,7,-7,28,?,8,-66*
KB-3-1 cytotox,-8%,0%,2%,10%,-6%,15%,-1%,-2%
KB-V1 cytotox,-18%,-3%,5%,?,?,0%,7.3µM*,-6%
HT1080 IDH1KD tx,3%,1%,-18%,23%,-16%,2%,-12%,?
SW480 rereplic,3%,-7%,-23%,-11%,5%,-3%,0%,?
IL-1B inflam inh,-14,-12,-6,9,-5,-13,-10,-23

#25 CCOCCOC(=O)COC(=O)c1ccccc1NC(=O)c1ccccc1
#26 COc1ccc(-c2cc(N3CCN(CCO)CC3)n3nccc3n2)cc1
#27 CC(=O)c1ccc(S(=O)(=O)NC2CC(=O)N(c3ccc(C)c(C)c3)C2)cc1 (stereo not drawn)
#28 O=C1CSC(=S)N1c1cccc(O)c1
#29 CC1CCCC(C)N1C(=O)CSc1nc(N)c(-c2ccccc2)c(=O)[nH]1 (stereo not drawn)
#30 CN1CCN(CC(O)COc2ccc(C34CC5CC(CC(C5)C3)C4)cc2)CC1 (stereo not drawn)
#31 COc1ccc(N2CCN(C(=O)c3ccc4c(=O)n(CCc5ccc(OC)c(OC)c5)c(=O)[nH]c4c3)CC2)cc1
#32 Cc1ccc(S(=O)(=O)N2CCC(C(=O)N3CCCC3C(=O)N[C@@H](CC(C)C)C(=O)NCC(N)=O)CC2)cc1 (stereo partly drawn)
assay / entry,25,26,27,28,29,30,31,32
DRD3 agonist,5,-5,-4,0,-2,-15,1&4,8
GLP-1R agonist,14%,0%,3%,-4%,13%,10%,-4%,7%
HT1080NT lethal,3%,19%,-3%,-9%,-4%,18µM*,-5%,1%
D3 antag,8,-14,7,14,33,-25,28,27
KB-3-1 cytotox,8%,0%,-6%,9%,-1%,?,4%&-12%,0%
KB-V1 cytotox,0%,3%,-3%,-14%,9%,?,?,-4%
HT1080 IDH1KD tx,2%,5%,-10%,-26%,7%,15µM*,-9%,2%
SW480 rereplic,-14%,/,?,4%,-2%,?,2%,0%
IL-1B inflam inh,20,-23,6,-15,-17,-99*,12,-1

#33 COC(=O)c1ccc(Cn2c(C)c(C(=O)NCc3cccc(C(F)(F)F)c3)sc2=O)o1
#34 COc1ccc(C(=O)Nc2ccccc2C(=O)NC(Cc2ccc(O)cc2)C(=O)NNC(=O)c2ccccc2)cc1 (stereo not drawn)
#35 O=C(O)CCC(=O)NCC1OCCc2ccccc21 (stereo not drawn)
#36 Cc1nc(=O)c(-c2ccccc2)c(C)n1-c1ccccc1
#37 CC(C)(C)c1ccc(C(CC(=O)O)NC(=O)CSc2ccccc2)cc1 (stereo not drawn)
#38 COc1ccc2c(c1)cc1n2CCN=C1N
#39 CC(=O)N1CCc2cc(S(=O)(=O)NC(Cc3ccccc3)C(=O)NCCN3CCCCC3C)ccc21 (stereo not drawn)
#40 Cc1c(CN2CCC(C)CC2)c(=O)n(-c2ccccc2)n1C
assay / entry,33,34,35,36,37,38,39,40
DRD3 agonist,3,-11,2,1,-10,1,-16,-21
GLP-1R agonist,-3%,-1%,8%,-5%,0%,-2%,-1%,7%
HT1080NT lethal,-2%,2%,3%,-5%,-8%,-3%,7%,12%
D3 antag,2,31,5,-3,2,11,-6,-17
KB-3-1 cytotox,0%,19%,3%,-3%,0%,-18%,9%,0%
KB-V1 cytotox,?,-13%,2%,-1%,19%,-7%,?,-7%
HT1080 IDH1KD tx,2%,0%,1%,1%,-9%,-21%,3%,11%
SW480 rereplic,/,-2%,-7%,1%,-20%,16%,?,-2%
IL-1B inflam inh,-5,-14,2,10,20,?,3,6

Reprinted at random: 2 compounds from above, in no set order.
#40 Cc1c(CN2CCC(C)CC2)c(=O)n(-c2ccccc2)n1C
#36 Cc1nc(=O)c(-c2ccccc2)c(C)n1-c1ccccc1
assay / entry,40,36
DRD3 agonist,-21,1
GLP-1R agonist,7%,-5%
HT1080NT lethal,12%,-5%
D3 antag,-17,-3
KB-3-1 cytotox,0%,-3%
KB-V1 cytotox,-7%,-1%
HT1080 IDH1KD tx,11%,1%
SW480 rereplic,-2%,1%
IL-1B inflam inh,6,10

Complete entries from above.
`Cc1c(CN2CCC(C)CC2)c(=O)n(-c2ccccc2)n1C` as listed: DRD3 agonist = -21; GLP-1R agonist = 7%; HT1080NT lethal = 12%; D3 antag = -17; KB-3-1 cytotox = 0%; KB-V1 cytotox = -7%; HT1080 IDH1KD tx = 11%; SW480 rereplic = -2%; IL-1B inflam inh = 6
`COc1ccc(C(=O)Nc2ccccc2C(=O)NC(Cc2ccc(O)cc2)C(=O)NNC(=O)c2ccccc2)cc1` (stereo not drawn) as listed: DRD3 agonist = -11; GLP-1R agonist = -1%; HT1080NT lethal = 2%; D3 antag = 31; KB-3-1 cytotox = 19%; KB-V1 cytotox = -13%; HT1080 IDH1KD tx = 0%; SW480 rereplic = -2%; IL-1B inflam inh = -14

The list goes on.
#41 O=C(O)c1ccccc1SCC(=O)N1CCCCC1
#42 CN(C)S(=O)(=O)c1cccc(NC(=O)CSc2nncn2C)c1
#43 CC1Cc2nc(SCC(=O)NCCc3ccccc3)n(C)c(=O)c2S1 (stereo not drawn)
#44 O=C(CCS(=O)(=O)c1ccccc1)NCCS(=O)(=O)c1ccccc1
#45 Clc1ccc(-c2noc(CN3CCOCC3)n2)cc1
assay / entry,41,42,43,44,45
DRD3 agonist,1,1,1,7,12
GLP-1R agonist,-12%,4%,-4%,1%,2%
HT1080NT lethal,9%,1%,2%,17%,18%
D3 antag,0,5,4,5,20
KB-3-1 cytotox,-1%,1%,9%,8%,-1%
KB-V1 cytotox,14%,-1%,11%,5%,9%
HT1080 IDH1KD tx,9%,-2%,1%,12%,22%
SW480 rereplic,-6%,-8%,-7%,-30%,-24%
IL-1B inflam inh,30,2,-10,0,5
